Screening data (PubChem)
CHRM4 PAM = human M4 muscarinic receptor positive allosteric modulators, primary screen, CHO-K1 cells, Fluo-8 calcium fluorescence; Muscarinic acetylcholine receptor M4 (Homo sapiens), P08173; CHO-K1 hM4/Gqi5, ACh EC20; 0% = ACh EC20, 100% = maximal ACh; activation, % at 3 µM; hit rate 0.4% among 360,000; AID 624126, 2012;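 active = activation above its plate's cutoff, the mean activation of sample wells plus 3 SD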; also: some results filed as inactive read as strong as hits
M4 antag = human M4 muscarinic receptor antagonists, primary screen, CHO cells, Fluo-8 calcium fluorescence; inhibition, % at 3 µM; Muscarinic acetylcholine receptor M4 (Homo sapiens), P08173; hit rate 0.73% among 360,000; CHO-hM4 cells, ACh EC80; AID 624125, 2012;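 active = inhibition above its plate's cutoff, the mean inhibition of sample wells plus 3 SD, cut at about 27% in these data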;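 also: 0% = acetylcholine EC80 with DMSO and 100% = DMSO without agonist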
M5 antag = human M5 muscarinic receptor antagonists, primary screen, CHO cells, Fluo-8 calcium fluorescence. Muscarinic acetylcholine receptor M5 (Homo sapiens), P08912. CHO-hM5 cells, ACh EC80. inhibition, % at 3 µM. hit rate 0.59% among 360,000;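 active = inhibition above a per-plate cutoff, the mean of that plate's test compounds plus 3 SD, cut at about 27% in these data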;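 also: 0% = acetylcholine EC80 with DMSO and 100% = DMSO without agonist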
CHRM4 agonist = human M4 muscarinic receptor agonists, primary screen, CHO-K1 cells, Fluo-8 calcium fluorescence | activation, % at 3 µM | CHO-K1 hM4/Gqi5; vehicle 0%, full acetylcholine response 100% | Muscarinic acetylcholine receptor M4 (Homo sapiens), P08173 | hit rate 0.14% among 360,000;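 active = activation above the run mean over all test wells plus 3 SD, cut at about 32% in these data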;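 also: peak over basal fluorescence ratio per well then scaled between controls; 0% = DMSO wells and 100% = acetylcholine at EC100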
CRFBP-R2 agonist = agonists of CRF-BP/CRF-R2 complex, primary screen, cell-based, HEK293, calcium dye fluorescence, uHTS. activation, % at 13.2 µM. calcium dye fluorescence (FLIPR); percent of saturating CRF peptide response. hit rate 0.46% among 350,000. CRF-binding protein / CRF receptor 2 complex (human);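 active = activation of at least 50%, plus an integration ratio under a set limit after plate pattern correction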;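 also: plate controls were neutral control wells without compound for no effect and CRF at EC100 for full effect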
CHRM5 agonist = human M5 muscarinic receptor agonists, primary screen, CHO-K1 cells, Fluo-8 calcium fluorescence | CHO-K1 hM5 cells; 0% DMSO wells, 100% maximal acetylcholine response | activation, % at 3 µM | hit rate 0.19% among 360,000;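 active = activation above the run's mean over test compounds plus 3 SD, cut at about 23% in these data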;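 also: signal is peak over basal fluorescence ratio across the kinetic read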
M5 PAM = human M5 muscarinic receptor positive allosteric modulators, primary screen, CHO-K1 cells, Fluo-8 calcium fluorescence. hit rate 0.3% among 360,000. Muscarinic acetylcholine receptor M5 (Homo sapiens), P08912. CHO-K1 hM5, ACh EC20 PAM; 0% = ACh EC20, 100% = ACh EC100. activation, % at 3 µM;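 active = activation above the run cutoff, the mean activation of all test compounds plus 3 SD, cut at about 18% in these data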
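system = human M5 receptor in CHO-K1 cells | compound = one concentration, 3 µM final (nominal) | schedule = Post-acetylcholine fluorescence recording 140 s | signal = Fluo-8 calcium dye fluorescence, kinetic read | benchmarks = low control EC20 acetylcholine (0%), high control EC100 acetylcholine (100%) | repeats = singlicate, one well per test compound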
CRFR2-BP antag = antagonists of CRF-BP/CRF-R2 complex, primary screen, cell-based, HEK293, calcium dye fluorescence, uHTS; inhibition, % at 11.8 µM; CRF-induced calcium fluorescence; hit rate 0.59% among 350,000;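 active = inhibition of the ligand-induced calcium signal above about 50% at the single tested concentration, limit read from the data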
IDE inh = human IDE inhibitors in live cells, primary screen, fluorescence polarization, HEK cells, FAbetaB substrate | FAbetaB cleavage | hit rate 0.41% among 320,000 | Insulin-degrading enzyme (Homo sapiens), P14735 | inhibition, % at 5.59 µM;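 active = percent inhibition above the average of all tested compounds plus 3 SD, set per screening campaign, cut at about 16% in these data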;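 also: IDE supplied by intact live HEK cells; FP after avidin binding of uncleaved biotin substrate so inhibition keeps polarization high; 0% = DMSO wells and 100% = 60 µM reference IDE inhibitor Ii1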
Target sequence (P14735 whole entry, looked up): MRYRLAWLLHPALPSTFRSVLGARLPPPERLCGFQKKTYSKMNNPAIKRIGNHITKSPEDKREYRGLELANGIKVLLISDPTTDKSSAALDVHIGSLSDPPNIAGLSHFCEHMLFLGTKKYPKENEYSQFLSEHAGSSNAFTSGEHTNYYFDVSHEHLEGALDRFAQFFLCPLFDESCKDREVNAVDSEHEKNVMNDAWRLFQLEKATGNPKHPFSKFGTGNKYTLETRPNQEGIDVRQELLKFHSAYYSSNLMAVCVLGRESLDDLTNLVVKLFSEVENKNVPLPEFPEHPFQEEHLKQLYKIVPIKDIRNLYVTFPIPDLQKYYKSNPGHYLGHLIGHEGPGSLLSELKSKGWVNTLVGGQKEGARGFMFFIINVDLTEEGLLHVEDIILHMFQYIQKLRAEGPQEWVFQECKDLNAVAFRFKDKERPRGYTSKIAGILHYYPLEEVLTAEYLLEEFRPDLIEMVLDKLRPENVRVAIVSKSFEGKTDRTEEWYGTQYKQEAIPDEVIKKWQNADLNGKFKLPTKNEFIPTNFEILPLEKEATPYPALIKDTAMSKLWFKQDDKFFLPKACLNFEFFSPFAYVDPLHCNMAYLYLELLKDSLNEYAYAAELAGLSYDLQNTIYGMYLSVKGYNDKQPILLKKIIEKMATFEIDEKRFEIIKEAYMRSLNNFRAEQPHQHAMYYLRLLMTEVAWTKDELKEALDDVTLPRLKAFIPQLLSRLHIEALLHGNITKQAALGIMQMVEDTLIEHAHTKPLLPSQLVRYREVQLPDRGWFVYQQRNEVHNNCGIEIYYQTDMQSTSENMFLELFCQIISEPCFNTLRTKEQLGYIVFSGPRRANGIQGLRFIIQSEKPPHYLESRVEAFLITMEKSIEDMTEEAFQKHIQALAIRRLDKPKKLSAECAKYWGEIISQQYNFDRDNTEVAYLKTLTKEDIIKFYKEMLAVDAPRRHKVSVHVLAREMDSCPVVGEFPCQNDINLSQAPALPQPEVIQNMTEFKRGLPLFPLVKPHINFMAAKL
* hit, by the source's call; x = no result given.

SMILES	CHRM4 PAM	M4 antag	M5 antag	CHRM4 agonist	CRFBP-R2 agonist	CHRM5 agonist	M5 PAM	CRFR2-BP antag	IDE inh
Cn1cnc2cc(NCc3ccccc3Cl)ccc21	-1	2	4	1	-1.0	-1	-4	11	-4
COc1ccc2oc(C)c(C(=O)c3ccc(C)cc3)c2c1	2	-7	2	-2	-2.0	-7	-2	22	x
CCn1c(SCC(=O)c2c[nH]c3ccccc23)nc2cc(S(=O)(=O)N3CCOCC3)ccc21	-4	-5	5	4	1.7	-1	-6	-10	3
Cn1nc(CC(=O)NCc2ccc(C(F)(F)F)cc2)c2ccccc2c1=O	-8	-3	12	13	1.0	11	-21	-13	5
CCN(CC)c1ncnc2c1ncn2[C@H]1CN(Cc2ccc(Cl)cc2)C[C@@H](CO)O1	3	-9	8	3	x	1	4	x	x
O=C(Nc1ccnn1C1CCN(CCCc2ccccc2)CC1)c1ccccc1	7	4	8	2	4.5	-6	-9	-18	-1
CC(C)NC(=O)COc1ccc(Cl)cc1Cl	3	-1	-2	2	-0.1	2	0	-5	0
Cc1cc(C)cc(N=C2SC(CC(=O)Nc3ccccc3)C(=O)N2CCN2CCOCC2)c1 (configuration not stated)	3	-6	-4	4	0.2	-3	4	-11	-2
O=C(CCNC(=O)c1ccc(Cl)cc1)Nc1cccc(S(=O)(=O)N2CCCCCC2)c1	6	-9	1	12	-1.5	1	1	-2	1
COCCCNc1nc2ccccc2nc1NS(=O)(=O)c1cccc(C)c1	4	1	6	-1	-1.5	-5	-2	-16	2
Cc1cccc2sc(NC(=O)C3CCN(C(=O)c4ccco4)CC3)nc12	-5	-16	-1	18	-0.6	7	-8	4	-6
CC(C)c1cc(CNC(=O)CCc2nnc(CCCc3ccccc3)o2)on1	-1	-3	-7	2	-2.3	-2	3	6	5
Cc1cc(C)n2nc(C(=O)OCC(=O)Nc3cc(Cl)ccc3C)nc2n1	4	8	-1	0	-1.9	1	3	-2	-1
COCCCNC(=O)c1ccc2c(c1)CCN2S(C)(=O)=O	1	-2	-4	1	-0.7	-1	0	12	-1
CCN(CC)C(=O)C1CCN(S(=O)(=O)c2cccc3nonc23)CC1	-2	-1	-8	1	1.6	-6	0	0	4
COc1cccc(NC(=O)CN(C)C(=O)C(CCSC)NC(=O)c2ccco2)c1 (configuration not stated)	-9	15	-1	6	27	3	-2	-40	1
COc1ccccc1CNC(=O)[C@H](CCSC)NC(=O)[C@@H]1Cc2ccccc2CN1	-13	10	3	2	-2.9	0	-4	9	4
Cn1c(=O)c2c(ncn2CC(=O)Nc2ccc(Cl)cc2Cl)n(C)c1=O	-4	6	6	0	-0.9	-2	-9	-4	-2
COc1ccccc1NC(=O)CN(Cc1ccco1)C(=O)c1cc2ccccc2o1	-12	-5	2	17	x	2	-9	x	11
COc1ccc(NCc2cc3cc(OC)ccc3[nH]c2=O)cc1	-1	-7	3	2	6.0	4	-5	-21	0
COCCN(C(=O)COC(=O)/C=C/c1ccc(OC)c(OC)c1)c1c(N)n(Cc2ccccc2)c(=O)[nH]c1=O	-5	-5	7	1	-2.2	1	0	13	-5
O=C(CN1C(=O)COc2ccc(Cl)cc21)N1CCc2ccccc21	4	4	-6	1	-2.9	0	9	19	5
CC(=O)Nc1ccc(NC(=O)CN2CCN(c3cccc(C(F)(F)F)c3)CC2)cc1	3	0	8	3	-0.7	-1	-2	-3	-1
COc1ccc(CN2C(=O)C(CC(=O)NC(c3ccccc3)c3ccccc3)CC(C(=O)N(C)C)=C2C)cc1 (configuration not stated)	4	-28	-9	-1	-1.4	-1	1	4	x
O=C(COC(=O)C1CCC(=O)N1)Nc1ccccc1OC(F)F (configuration not stated)	5	-9	11	0	-0.2	-2	0	4	2
COc1ccc(C(N)c2csc(NC(=O)Nc3ccccc3C(C)(C)C)n2)cc1 (configuration not stated)	0	2	-6	4	x	3	-2	x	x
CCCCNc1ccc(C(CC(N)=O)NC(=O)c2ccccc2)cc1[N+](=O)[O-] (configuration not stated)	2	-2	12	2	-1.1	1	-1	14	1
O=C1Oc2ccccc2C(=O)/C1=C\N1CCN(c2ccccc2)CC1	-13	4	10	16	0.5	1	-14	-11	4
COc1ccccc1NC(=O)CCN1C(=O)c2ccccc2C1=O	-3	3	-1	0	-0.3	-4	0	10	0
O=C1[C@@H]2Cc3c([nH]c4ccccc34)C(c3ccc(Cl)cc3)N2C(=O)CN1CCO (some centres not stated)	0	12	0	5	-2.3	6	-2	-19	8
C=CCOCC(O)Cn1c(N2CCCC2)nc2c1c(=O)[nH]c(=O)n2C (configuration not stated)	4	-6	-5	1	0.2	6	14	-14	-1
COc1ccc(S(=O)(=O)/N=C2/NC(=O)/C(=C\c3ccco3)S2)cc1	1	1	1	1	1.9	-2	1	47	8
Cc1ccc(S(=O)(=O)N2CCN(C(=O)COC(=O)c3oc4ccccc4c3C)CC2)cc1	-3	0	6	1	1.3	2	0	2	2
O=C(CN1CCN(c2ccccn2)CC1)Nc1ccccc1	-1	1	12	3	2.9	0	-1	-4	0
O=C(c1ccccc1)c1ccc(OCC(O)CNCc2cccc(Cl)c2)cc1 (configuration not stated)	-4	-1	8	5	4.4	1	-5	-11	x
C[C@H](CO)N1C[C@H](C)[C@@H](CN(C)Cc2ccc(C(=O)O)cc2)Oc2ccc(NS(=O)(=O)c3cn(C)cn3)cc2C1=O	9	-1	11	0	0.2	-1	-2	-4	2
CCC(CO)n1cnnc1-c1ccncc1 (configuration not stated)	3	-1	3	0	-0.1	-4	2	3	2
COC(=O)c1ccccc1NC(=O)CCNC(=O)Cn1cnc2ccccc2c1=O	4	-2	2	1	-0.6	-5	3	-11	-3
CC(=O)c1ccc(NC(=O)C(C)OC(=O)c2ccc(Br)o2)cc1 (configuration not stated)	1	-3	-2	1	2.6	-9	-4	54*	2
CCN(CC)S(=O)(=O)c1ccc(N2CCOCC2)c(NC(=O)c2ccc(F)cc2)c1	-4	2	6	16	-0.4	5	-11	6	5

2 compounds from above, showing only IDE inh and M5 antag:
smiles,IDE inh,M5 antag
Cc1ccc(S(=O)(=O)N2CCN(C(=O)COC(=O)c3oc4ccccc4c3C)CC2)cc1,2,6
CCN(CC)S(=O)(=O)c1ccc(N2CCOCC2)c(NC(=O)c2ccc(F)cc2)c1,5,6

Further entries
SMILES	CHRM4 PAM	M4 antag	M5 antag	CHRM4 agonist	CRFBP-R2 agonist	CHRM5 agonist	M5 PAM	CRFR2-BP antag	IDE inh
Cc1c(C(=O)NCc2ccc([N+](=O)[O-])cc2)sc(=O)n1Cc1ccc(-c2ccccc2)cc1	7	-2	-5	2	x	5	0	x	x
CCCc1cc(=O)[nH]c(SCC(=O)CSc2nc(CCC)cc(=O)[nH]2)n1	-3	1	-2	0	0.1	0	1	-11	0
C#CCOCCOCCOCCNc1nc(N2CCN(C(=O)[C@H](CCCCN)n3cc(CC(C)O)nn3)CC2)nc(N2CCN(C(=O)[C@H](CCCCN)n3cc(CC(C)O)nn3)CC2)n1 (some centres not stated)	5	-10	-3	0	-1.4	4	4	0	8
NC(=O)CC(NC(=O)c1ccccc1)c1ccc(NCc2ccc(F)cc2)c([N+](=O)[O-])c1 (configuration not stated)	17	5	5	3	-0.9	-4	-3	16	2
Cc1ccc(-c2ccc(CN3C(CC(C)C)C(=O)N(Cc4cn(CCC5OCCO5)nn4)CCS3(=O)=O)cc2)cc1 (configuration not stated)	-6	14	3	15	1.6	0	-2	-15	x
CC(C)CN(C(=O)c1cc(Cl)nc2ccccc12)c1c(N)n(Cc2ccccc2)c(=O)[nH]c1=O	9	-10	7	0	4.2	0	5	-8	3
O=C(OCCN1C(=O)c2ccccc2C1=O)Oc1ccccc1	8	2	5	1	-1.5	-4	2	-2	1
O=C(Nc1ccc(Br)cc1)C1OCCc2ccccc21 (configuration not stated)	-4	-2	6	-1	-1.4	-5	2	-5	5
Cc1ccc(NC(=O)c2cc(N3CCOCC3)nc3ccccc23)cc1	23	10	8	6	0.2	0	-6	-33	-1
COc1ccc(C(C)=O)cc1CSc1nnc(-c2ccncc2)o1	-1	-29	-7	5	2.9	-3	-1	3	-3
CN(CC(=O)NCCc1ccccc1)S(=O)(=O)c1ccc(Br)cc1	-6	11	-7	1	0.3	0	1	8	5
Cc1nn(Cc2ccccc2Cl)c2sc(C(=O)NCCCn3ccnc3)cc12	-14	13	1	1	2.4	-13	-4	-19	2
COC(=O)[C@H](C)[C@H]1C[C@]1(C)[C@H](NC(=O)OCc1ccccc1)c1ccccc1	-5	-6	12	6	-1.8	-5	-18	17	2
COCCNC(=S)N/N=C(\C)c1ccccc1OC	-5	1	0	0	-1.1	-2	-4	17	-3
CCc1cccc(CC)c1NC(=S)/C(=C(\[O-])c1ccc(Cl)s1)[n+]1ccccc1	-4	9	5	0	0.1	-9	2	-2	10
CC1CCCCN1C(=O)c1cc(S(=O)(=O)N2CCCCC2)c[nH]1 (configuration not stated)	1	-3	-1	2	3.5	3	-7	-7	2
CCCn1c(CN2CCCCC2CC)nc2c1c(=O)n(C)c(=O)n2C (configuration not stated)	-7	0	4	0	0.4	1	-4	-25	1
Cc1ccc(CN2CC(N3CCN(C)CC3)CS2(=O)=O)cc1 (configuration not stated)	9	-5	0	1	x	-2	3	x	x
CC(=O)c1ccccc1N(C(=O)c1ccco1)C(C(=O)NC1CCCC1)c1ccc(C)cc1 (configuration not stated)	3	-14	6	0	-0.8	0	3	-1	-2
N#CC(C#N)=C1C(=O)N(CCN2CCOCC2)c2ccccc21	5	-1	-6	0	-1.0	2	10	8	10
O=C(c1ccc([N+](=O)[O-])cc1)N1CCN=C1SCc1ccccc1	10	-5	7	0	-5.7	-12	0	15	-6
Cn1cc(S(=O)(=O)Nc2ccc(F)cc2F)c(=O)n(C)c1=O	1	-15	-9	2	-4.5	-1	3	22	2
CC(=O)Nc1ccc(NC(=O)C(C)OC(=O)/C(C#N)=C/c2ccc(N(C)C)cc2)cc1 (configuration not stated)	-4	1	61*	7	39	16	-17	-43	10
Cc1cc(CN2CCC(N3CCC(C(=O)NC4CC4)CC3)CC2)cc(C)c1O	1	-1	12	0	-0.4	-6	1	3	0
CCN(CC(=O)NCc1ccc(Cl)cc1)C(=O)c1c(C)noc1C	13	-7	1	2	0.6	3	6	7	-1
COC(=O)c1cc(OC)c(OC)cc1NC(=O)Nc1ccccc1F	0	6	-2	0	-2.0	0	2	5	14
CCCCOc1ccc(C(=O)N/N=C/c2cn[nH]c2-c2ccc(OC)c(OC)c2)cc1	8	4	8	0	-0.7	-3	0	28	16
Cn1nnnc1CCOCCc1nnnn1C	4	-2	2	1	0.4	-2	-3	7	-5
O=C(NCc1cccnc1)c1sc2cc(Cl)ccc2c1Cl	1	-1	0	4	-1.1	-3	3	-5	-4
